aGlu spleen mod: qHTS Assay for Inhibitors and Activators of Human alpha-Glucosidase From Spleen Homogenate; Lysosomal alpha-glucosidase (Homo sapiens), P10253; human spleen homogenate, 4-MU-alpha-glucoside fluorescence; Potency, µM (series often up to 79.9 µM), without a hit: at the top dose activity change, negative = inhibition, usual class: inhibitors; 240,000 tested, 0.006% active;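 note: 0% = enzyme with vehicle and -100% = no enzyme basal signal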
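Human spleen homogenate (1 ug) incubated with compounds and 1 mM 4-methylumbelliferyl-alpha-D-glucopyranoside in pH 5.0 citrate/phosphate buffer, 37 C, 40 min. Stopped at pH 10; 4-MU fluorescence (Ex 365/Em 440 nm); AC50 by Hill fit.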
Epigenetic reg: Quantitative High-Throughput Screen for Regulators of Epigenetic Control; murine LDR cells, GFP reporter derepression, 30 h; Potency, µM (highest dose often 53.9 µM), for the others: at the top dose GFP activation, most hits filed as activators; 280,000 tested, 0.2% active; AID 1865, 2009; note: % of control where 0% means no effect; nearly all actives have a fitted effect of over 60% in size
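GFP-positive cell count by laser-scanning cytometry (objects 20–120 um) after 30 h, 37 C compound exposure of murine LDR cells; reporter is CMV-GFP integrated at a silenced locus, inducible by HDAC or DNMT inhibitors.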
GLA spleen mod: qHTS Assay for Inhibitors and Activators of Human alpha-Galactosidase From Spleen Homogenate; Alpha-galactosidase A (Homo sapiens), P06280; 240,000 tested, 0.008% active; human spleen homogenate, 4MU-alpha-Gal fluorescence, 40 min; Potency, µM (series often up to 80 µM), without a hit: at the top dose activity change, negative = inhibition, most hits filed as inhibitors;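 note: 0% = enzyme with vehicle and -100% = no enzyme basal signal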
Target sequence (P06280 32-429 limits assumed): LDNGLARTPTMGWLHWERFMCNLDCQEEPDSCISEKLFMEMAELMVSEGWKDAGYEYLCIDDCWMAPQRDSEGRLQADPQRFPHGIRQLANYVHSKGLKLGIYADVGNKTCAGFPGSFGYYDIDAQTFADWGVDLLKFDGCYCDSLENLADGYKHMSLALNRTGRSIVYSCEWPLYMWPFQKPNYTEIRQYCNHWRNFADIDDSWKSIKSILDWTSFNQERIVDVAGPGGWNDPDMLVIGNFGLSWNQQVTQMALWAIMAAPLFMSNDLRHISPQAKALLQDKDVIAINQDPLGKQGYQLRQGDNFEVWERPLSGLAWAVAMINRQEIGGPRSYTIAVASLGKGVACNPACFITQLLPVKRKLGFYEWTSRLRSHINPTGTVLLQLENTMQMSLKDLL
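Human spleen homogenate (1 ug) was the enzyme source, with 4-methylumbelliferyl-alpha-D-galactopyranoside (1 mM final) in pH 5.0 citrate buffer with 0.01% Tween-20. Compounds were titrated; after 40 min at 37C, NaOH/glycine stop, 4-MU fluorescence read; AC50 from Hill fits.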
GAA glycogen: qHTS Assay for Inhibitors and Activators of Human alpha-Glucosidase Cleavage of Glycogen | 300,000 tested, 0.38% active | Lysosomal alpha-glucosidase (Homo sapiens), P10253 | Potency, µM (top dose mostly 76.4 µM), without a hit: at the top dose activity change, negative = inhibition, most hits filed as inhibitors | recombinant GAA, glycogen substrate, Amplex Red glucose oxidase fluorescence | AID 2100, 2009;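 note: 0% = full enzyme reaction and -100% = no-enzyme basal signal; the screen sought inhibitors and activators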
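Recombinant enzyme (4 nM final) with compounds titrated up to 77 uM and bovine liver glycogen (30 ug) in citrate pH 5.0, 0.01% Tween-20, 37 C 40 min. Released glucose detected by Amplex Red/glucose oxidase (Ex 573/Em 610); AC50 from Hill fits.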
Tau fluor counter: Counterscreen qHTS for Inhibitors of Tau Fibril Formation, Fluorescence Polarization; tau K18 P301L (four-repeat tau fragment) Alexa594 fluorescence, heparin fibrillization; Potency, µM (titrated, usually from 57.7 µM), for inactives: at the highest dose activity change, negative = decrease; 280,000 tested, 0.93% active; AID 1463, 2008; note: % is set by controls: 0 for no effect and ±100 for the full control effect; nearly all actives have a fitted effect of over 55% in size
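Human K18 P301L tau (15 uM unlabeled plus 0.24 uM Alexa 594-labeled, final) in 100 mM sodium acetate pH 7 was mixed with compound and 20 uM heparin and incubated 6 hr at 37 C.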
* marks the source's active call; other numbers are inactive results; ? = inconclusive; . = no result given; [ ] = another dose, or the depositor's remark. Calls come from the whole dose curve; as a rule, active = well fitted curve in the direction sought with a large enough effect; inconclusive = small, poorly fitted or top-dose-only effect, or another doubt; inactive = no such curve, though single readings can be large; an effect the other way counts as inactive or inconclusive. Potency is the fitted concentration of half-maximal effect. Some of the compounds tested (hit frequency here may not be typical).

1. CN(C)CCC[C@]1(c2ccc(F)cc2)OCc2cc(C#N)ccc21
2. Nc1nc(O)c(N=Nc2ccc(S(N)(=O)=O)cc2)c(=O)[nH]1
3. CC(O)CNC(=O)C(=O)Nc1c2c(nn1-c1ccc(Cl)cc1)CSC2 (centres undefined)
4. COc1ccc(-c2cn3cccnc3n2)cc1NC(=O)c1cc(C)cc(C)c1
5. COc1ccc(-n2nc3c(N4CCCC(C(=O)NCc5ccccc5C)C4)nnc(C)c3c2C)cc1 (centres undefined)
6. CC(=O)Oc1ccc(C(=C2CCCCC2)c2ccc(OC(C)=O)cc2)cc1
7. NC(=O)C1(N2CCCCC2)CCN(CCCC(=O)c2ccc(F)cc2)CC1
8. Cc1cn(C2CC(O)C(CO)O2)c(=O)[nH]c1=O (centres undefined)
9. CCCN1CCCC(c2cccc(S(C)(=O)=O)c2)C1 (centres undefined)
10. C=CCn1c(=O)n(C2OC(CO)C(O)C2O)c2nc(N)[nH]c(=O)c21 (centres undefined)

Screen / compound no.	1	2	3	4	5	6	7	8	9	10
aGlu spleen mod	.	.	.	.	.	-2%	0%	-1%	8%	-3%
Epigenetic reg	.	.	0.8%	1.1%	0.4%	.	.	.	.	.
GLA spleen mod	.	.	.	.	.	-9%	0%	-16%	-7%	-9%
GAA glycogen	3%[76.3 µM]	-1%	.	.	.	.	.	.	.	.
Tau fluor counter	.	.	2%	-17%	-14%	.	.	.	.	.

11. NC(CC(=O)Nc1ccc(Oc2cc(F)c(F)cc2Br)cc1)C(=O)O (centres undefined)
12. C=CCN1CC(C(=O)N(CCCN(C)C)C(=O)NCC)CC2c3cccc4[nH]cc(c34)CC21 (centres undefined)
13. O=C(CCCCCn1c(=O)c2sccc2n(CC(=O)Nc2cccc(Cl)c2)c1=O)NCc1ccc2c(c1)OCO2
14. COc1ccc(Cn2c(SCc3ccc(C(=O)NC4CCCC4)cc3)nc3ccncc32)cc1
15. O=C(Cn1c(=O)n(Cc2ccco2)c(=O)c2oc3ccccc3c21)Nc1ccccc1
16. COCCn1c(SCC(=O)Nc2ccc(F)c(Cl)c2)nc2c(oc3ccccc32)c1=O
17. CCCCn1cnc2cc(NCc3ccccc3Cl)ccc21
18. O=C(CSc1nc2ccccc2n1Cc1cccc(Cl)c1)N1CCN(c2ccc(F)cc2)CC1
19. COc1ccc(CC(=O)Nc2c(C(=O)N3CCN(c4ccccc4F)CC3)oc3ccccc23)cc1OC
20. COc1cc(C(c2c(C)[nH][nH]c2=O)c2c(C)[nH][nH]c2=O)ccc1OC(=O)c1cccc(C)c1
21. Cc1cccc(N2CCN(C(=O)CCC(=O)NNc3nc4ccccc4c4nc(C)nn34)CC2C)c1 (centres undefined)
22. Cc1nc2c(-c3ccccc3)c(C)[nH]n2c(=O)c1Cc1ccc(Br)cc1

Screen / compound no.	11	12	13	14	15	16	17	18	19	20	21	22
aGlu spleen mod	-4%	-3%	.	.	.	.	.	.	.	.	.	.
Epigenetic reg	.	.	0.0%	-2.9%	2.7%	?	-0.9%	1.4%	-2.4%	-0.7%	-1.1%	1.1%
GLA spleen mod	5%	-1%	.	.	.	.	.	.	.	.	.	.
GAA glycogen	.	.	18%[76.3 µM]	-8%[76.3 µM]	16%[76.3 µM]	1%[76.3 µM]	?	-4%[76.3 µM]	-3%[76.3 µM]	-29%[76.3 µM]	-11%[76.3 µM]	-7%[76.3 µM]
Tau fluor counter	.	.	?	-16%	-18%	-22%	?	-23%	-10%	-30%	-10%	-12%

Structural class: the entries above with four or more nitrogen atoms.
2. Nc1nc(O)c(N=Nc2ccc(S(N)(=O)=O)cc2)c(=O)[nH]1
3. CC(O)CNC(=O)C(=O)Nc1c2c(nn1-c1ccc(Cl)cc1)CSC2 (centres undefined)
4. COc1ccc(-c2cn3cccnc3n2)cc1NC(=O)c1cc(C)cc(C)c1
5. COc1ccc(-n2nc3c(N4CCCC(C(=O)NCc5ccccc5C)C4)nnc(C)c3c2C)cc1 (centres undefined)
10. C=CCn1c(=O)n(C2OC(CO)C(O)C2O)c2nc(N)[nH]c(=O)c21 (centres undefined)
12. C=CCN1CC(C(=O)N(CCCN(C)C)C(=O)NCC)CC2c3cccc4[nH]cc(c34)CC21 (centres undefined)
13. O=C(CCCCCn1c(=O)c2sccc2n(CC(=O)Nc2cccc(Cl)c2)c1=O)NCc1ccc2c(c1)OCO2
14. COc1ccc(Cn2c(SCc3ccc(C(=O)NC4CCCC4)cc3)nc3ccncc32)cc1
18. O=C(CSc1nc2ccccc2n1Cc1cccc(Cl)c1)N1CCN(c2ccc(F)cc2)CC1
20. COc1cc(C(c2c(C)[nH][nH]c2=O)c2c(C)[nH][nH]c2=O)ccc1OC(=O)c1cccc(C)c1
21. Cc1cccc(N2CCN(C(=O)CCC(=O)NNc3nc4ccccc4c4nc(C)nn34)CC2C)c1 (centres undefined)

Screen / compound no.	2	3	4	5	10	12	13	14	18	20	21
aGlu spleen mod	.	.	.	.	-3%	-3%	.	.	.	.	.
Epigenetic reg	.	0.8%	1.1%	0.4%	.	.	0.0%	-2.9%	1.4%	-0.7%	-1.1%
GLA spleen mod	.	.	.	.	-9%	-1%	.	.	.	.	.
GAA glycogen	-1%	.	.	.	.	.	18%[76.3 µM]	-8%[76.3 µM]	-4%[76.3 µM]	-29%[76.3 µM]	-11%[76.3 µM]
Tau fluor counter	.	2%	-17%	-14%	.	.	?	-16%	-23%	-30%	-10%

Source: PubChem
